Source: PubChem (several laboratories)
Yfh1-off respiration = mitochondrial function rescue without frataxin homolog – Friedreich's ataxia, plus single-dose screen, dose response (AID 1465). S. cerevisiae Yfh1-off respiration, WST-1 reduction, 72 h; higher fold induction means a stronger effect. fold induction at 50 µM, or EC50 in µM where a hit was titrated. hit rate 0.074% among 220,000;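 active means fold induction of absorbance versus untreated yeast above a set limit, then at least 30% activation at any dose in follow-up; inconclusive means repeats straddling the limit, or above it without dose testing; inactive means fold induction below the set limit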;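 further: activators that raise dye reduction in frataxin-depleted yeast; strong numbers were not always called active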
Dengue-2 NS5 capping = flavivirus cap methylation enzyme inhibition – biochemical, confirmation dose response, primary screen (AID 588689) | one-dose inhibition, % at 25 µM; IC50 in µM for titrated hits | hit rate 0.3% among 340,000 | Dengue-2 NS5 methyltransferase capping enzyme assay, biochemical; higher % means a stronger effect; in the data active means a potency from the dose series; inconclusive means inhibition above about 29% without an active follow-up result
NOD1 inhibition = NOD1 signaling inhibitors, primary screen, cell-based, luminescence, uHTS (AID 1578); one-dose inhibition, % at 4 µM; EC50 in µM for titrated hits; hit rate 1% among 290,000; NOD1-driven NF-kB luciferase reporter cells, luminescence; higher % means a stronger effect; in the data active means inhibition mostly above about 36%, no sharp cut-off; inactive means mostly below about 34%;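 further: HEK-293T reporter cells stimulated with the NOD1 agonist gamma-tri-DAP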
KOR beta-arrestin-1 = kappa opioid receptor blockers – cell-based, luminescence, uHTS (AID 1778); KOR beta-arrestin recruitment, luminescence, antagonist mode; higher % means a stronger effect; inhibition, % at 10 µM, or IC50 in µM where a hit was titrated; hit rate 0.091% among 290,000; further: strong numbers were not always called active
KOR beta-arrestin-2 = kappa opioid receptor activators – cell-based, luminescence, uHTS, primary screen (AID 1777) | activation, % at 10 µM, or EC50 in µM where a hit was titrated | KOR beta-arrestin recruitment, luminescence; higher % means a stronger effect | hit rate 0.02% among 280,000; in the data active means activation above about 50%, passing the limit was not always enough; further: a part of the inactive calls stands beside numbers as strong as those of hits
HIV peptide binding = cell-free HIV fusion peptide-binding blockers – biochemical, uHTS, fluorescence dequenching, primary screen (AID 1986); cell-free peptide binding, fluorescence dequenching, 30 min; higher % means a stronger effect; inhibition, % at 20 µM, or IC50 in µM where a hit was titrated; hit rate 0.3% among 290,000; in the data active means inhibition mostly above about 52%, no sharp cut-off; inactive means mostly below about 76%; further: some results filed as inactive read as strong as hits
AID2073 = inhibitors of Mint1-CaV2.2 protein interaction, biochemical, HTRF (AID 2073); HTRF protein-protein interaction, Mint1-CaV2.2; higher % means a stronger effect; inhibition, % at 20 µM; hits with a dose series show IC50 in µM; hit rate 0.19% among 290,000; in the data active means inhibition mostly above about 51%, no sharp cut-off; inconclusive means no clear call, values can overlap the other calls; inactive means mostly below about 53%; further: some results filed as inactive read as strong as hits
HEK293 NOD2/NF-kB = inhibition of NOD2-driven NF-kB reporter – cell-based, luminescence, uHTS, HEK293 (AID 1566) | hit rate 0.63% among 290,000 | HEK293 NOD2/NF-kB luciferase reporter, luminescence; higher % means a stronger effect | inhibition, % at 4 µM, or EC50 in µM where a hit was titrated; further: many of its hits are not listed in these tables
West Nile virus CPE = inhibition of WNV-induced cytopathic effect – cell-based, CPE readout (AID 1621) | one-dose CPE inhibition, % at 10 µM; IC50 in µM for titrated hits | hit rate 0.02% among 290,000 | West Nile virus-infected cells, CPE inhibition; higher % means a stronger effect; in the data active means a potency from the dose series; inconclusive means CPE inhibition mostly from about 3.7% at the one dose, without a potency; inactive means the rest, 99 in 100 with CPE inhibition below about 2.2%; further: strong numbers were not always called active
Dengue-2 NS5 capping pilot replicate = second read-out of Dengue-2 NS5 capping, no call of its own (marks repeat the call); inhibition, %; measured here: pilot screen replicate inhibition
* hit, by the source's call; [ ] = dose if it differs, or a comment. Unless noted, no stated cut-off is given here; in the data, active means inhibition above about 50%; inactive means the rest. Some of the compounds tested (hit frequency here may not be typical).

Results for O=C(C(=O)N1CCCC1)c1c(-c2ccccc2)[nH]c2ccccc12 ?
Dengue-2 NS5 capping: -9.9%; NOD1 inhibition: -0.6%; KOR beta-arrestin-1: 2.1%; KOR beta-arrestin-2: 2.4%; HIV peptide binding: -1.9%; AID2073: 5.1%; HEK293 NOD2/NF-kB: 8.1%; West Nile virus CPE: -0.9%

Results for CCOC(=O)c1c(C)[nH]c(C(=O)CSc2nnnn2-c2ccccc2)c1C ?
Yfh1-off respiration: inactive; Dengue-2 NS5 capping: 3.5%; NOD1 inhibition: -18.0%; KOR beta-arrestin-1: 6.6%; KOR beta-arrestin-2: -2.7%; HIV peptide binding: -0.3%; AID2073: 15.5%; HEK293 NOD2/NF-kB: 3.9%; West Nile virus CPE: -0.4%

How did O=C(c1ccco1)N1CCN(Cc2cccc([N+](=O)[O-])c2)CC1 do in these assays?
Yfh1-off respiration: inactive; Dengue-2 NS5 capping: -8.7%; NOD1 inhibition: -16.4%; KOR beta-arrestin-1: -14.2%; KOR beta-arrestin-2: -0.6%; HIV peptide binding: -1.0%; AID2073: -6.9%; HEK293 NOD2/NF-kB: 3.9%; West Nile virus CPE: -0.1%

What do the screens show for `Cc1ccc(NC(=O)CCN2CCCCC2)cc1`?
Dengue-2 NS5 capping: -4.7%; NOD1 inhibition: -16.8%; KOR beta-arrestin-1: -55.2%[20 µM]; KOR beta-arrestin-2: -4.8%; HIV peptide binding: 2.1%; AID2073: 14.2%; HEK293 NOD2/NF-kB: 12.0%; West Nile virus CPE: -0.4%

Results for CCC(=O)Nc1ccc2c(c1)nc(CCNC(=O)c1ccco1)n2C ?
Dengue-2 NS5 capping: -2.7%; NOD1 inhibition: -3.4%; KOR beta-arrestin-1: -25.9%; KOR beta-arrestin-2: 2.3%; HIV peptide binding: 3.5%; AID2073: 30.8%; HEK293 NOD2/NF-kB: -0.3%; West Nile virus CPE: -0.5%

Results for COc1ccccc1C(=O)Nc1ccnn1C1CCN(Cc2cnc(N(C)C)s2)CC1 ?
Dengue-2 NS5 capping: 0.6%; NOD1 inhibition: -10.9%; KOR beta-arrestin-1: -10.1%; KOR beta-arrestin-2: 2.8%; HIV peptide binding: 1.6%; AID2073: 13.6%; HEK293 NOD2/NF-kB: 1.9%; West Nile virus CPE: -0.3%

Results for CCN1CCN(Cc2ccc(NC(=O)c3cc(NC(=O)c4nccnc4N)cc(OC)c3)cc2C(F)(F)F)CC1 ?
Yfh1-off respiration: inactive; Dengue-2 NS5 capping: -6.3%; NOD1 inhibition: -7.3%; KOR beta-arrestin-1: 13.9%; KOR beta-arrestin-2: -2.3%; HIV peptide binding: -1.8%; AID2073: 1.3%; HEK293 NOD2/NF-kB: 5.6%; West Nile virus CPE: 1.9%

What do the screens show for `Cc1cccc(N(C)Cc2nnc(-c3cccc(Br)c3)o2)c1`?
Dengue-2 NS5 capping: -6.2%; NOD1 inhibition: -6.5%; KOR beta-arrestin-1: -30.7%; KOR beta-arrestin-2: -2.3%; HIV peptide binding: 0.7%; AID2073: inconclusive; HEK293 NOD2/NF-kB: 14.9%; West Nile virus CPE: -1.2%

Results for CC(C)C(C(=O)NC(C)(C)C)N(CCN1CCOCC1)C(=O)CNS(=O)(=O)c1ccccc1 (configuration not stated) ?
Dengue-2 NS5 capping: -2.5%; NOD1 inhibition: -11.5%; KOR beta-arrestin-1: -39.4%; KOR beta-arrestin-2: -1.1%; HIV peptide binding: 0.3%; AID2073: 20.9%; HEK293 NOD2/NF-kB: 3.5%

How did Cc1ccc(NC(=O)COc2ccccc2[N+](=O)[O-])nc1 do in these assays?
Yfh1-off respiration: inactive; Dengue-2 NS5 capping: -13.6%; NOD1 inhibition: -51.3%; KOR beta-arrestin-1: -34.3%; KOR beta-arrestin-2: 2.0%; HIV peptide binding: -0.4%; AID2073: 5.8%; HEK293 NOD2/NF-kB: -63.9%; West Nile virus CPE: 0.3%

How did Cc1cccc(NC(=S)NCc2ccc(F)cc2)c1 do in these assays?
Yfh1-off respiration: inactive; Dengue-2 NS5 capping: -10.6%; NOD1 inhibition: -10.1%; KOR beta-arrestin-1: -22.3%; KOR beta-arrestin-2: 2.6%; HIV peptide binding: 0.6%; AID2073: -5.4%; HEK293 NOD2/NF-kB: -12.9%; West Nile virus CPE: -0.8%

How did COc1ccccc1NC(=O)CNC(=O)Cn1c(C)cc2ccccc2c1=O do in these assays?
Dengue-2 NS5 capping: -11.6%; NOD1 inhibition: -11.1%; KOR beta-arrestin-1: -9.8%; KOR beta-arrestin-2: 3.3%; HIV peptide binding: -0.9%; AID2073: 18.1%; HEK293 NOD2/NF-kB: 28.6%; West Nile virus CPE: -0.2%

How did O=C(C1CCCN(Cc2nc(-c3cccs3)no2)C1)N1CCOCC1 (configuration not stated) do in these assays?
Yfh1-off respiration: inactive; Dengue-2 NS5 capping: -0.8%; NOD1 inhibition: -27.5%; KOR beta-arrestin-1: -28.3%; KOR beta-arrestin-2: -1.2%; HIV peptide binding: 0.2%; AID2073: 6.2%; HEK293 NOD2/NF-kB: 9.8%; West Nile virus CPE: 0.4%

What do the screens show for `CCOC(=O)C(=O)NN=C(c1ccccc1)c1ccccc1`?
Yfh1-off respiration: inactive; Dengue-2 NS5 capping: -4.7%; NOD1 inhibition: -3.5%; KOR beta-arrestin-1: -22.2%; KOR beta-arrestin-2: -1.8%; HIV peptide binding: 1.7%; AID2073: -3.1%; HEK293 NOD2/NF-kB: 13.8%; West Nile virus CPE: 0.3%

What do the screens show for `CN1CCN(S(=O)(=O)c2cccc(S(=O)(=O)c3cccc(S(=O)(=O)N4CCN(C)CC4)c3)c2)CC1`?
Yfh1-off respiration: inactive; Dengue-2 NS5 capping: -2.7%; NOD1 inhibition: -9.9%; KOR beta-arrestin-1: 13.7%; KOR beta-arrestin-2: -4.3%; HIV peptide binding: 1.1%; AID2073: -0.6%; HEK293 NOD2/NF-kB: 9.8%; West Nile virus CPE: -0.6%; Dengue-2 NS5 capping pilot replicate: -6.4

What do the screens show for `COC(=O)c1ccc(Cn2cnc3c(cnn3-c3ccc(C)c(C)c3)c2=O)o1`?
Yfh1-off respiration: inactive; Dengue-2 NS5 capping: 0.7%; NOD1 inhibition: -17.1%; KOR beta-arrestin-1: -11.0%; KOR beta-arrestin-2: 11.1%; HIV peptide binding: 2.7%; AID2073: 14.1%; HEK293 NOD2/NF-kB: 4.5%; West Nile virus CPE: -0.8%

Results for O=C(Nc1ccc(NC(=O)c2ccc(Cl)c(S(=O)(=O)N3CCOCC3)c2)cc1)c1ccccc1 ?
Dengue-2 NS5 capping: 2.6%; NOD1 inhibition: -18.3%; KOR beta-arrestin-1: -23.7%; KOR beta-arrestin-2: 3.8%; HIV peptide binding: -1.1%; AID2073: 25.8%; HEK293 NOD2/NF-kB: 13.1%; West Nile virus CPE: -0.6%

What do the screens show for `CCCCCCCCCC(=O)NNC(=O)c1c(O)c2ccccc2n(CCC)c1=O`?
Yfh1-off respiration: inactive; Dengue-2 NS5 capping: -5.9%; NOD1 inhibition: -25.1%; KOR beta-arrestin-1: 0.5%; KOR beta-arrestin-2: -6.8%; HIV peptide binding: -1.9%; AID2073: 31.4%; HEK293 NOD2/NF-kB: 7.3%; West Nile virus CPE: 0.0%

How did COc1ccc(C(=S)N2CCOCC2)cc1OC(=O)c1ccccc1 do in these assays?
Dengue-2 NS5 capping: 0.8%; NOD1 inhibition: -14.7%; KOR beta-arrestin-1: -14.2%; KOR beta-arrestin-2: 0.4%; HIV peptide binding: 0.6%; AID2073: -1.8%; HEK293 NOD2/NF-kB: 7.1%; West Nile virus CPE: 0.0%

How did COc1ccccc1NS(=O)(=O)c1cc(-c2cnc(C3CC3)o2)ccc1C do in these assays?
Dengue-2 NS5 capping: 4.7%; NOD1 inhibition: 8.8%; KOR beta-arrestin-1: -23.6%; KOR beta-arrestin-2: 5.6%; HIV peptide binding: 0.3%; AID2073: 2.8%; HEK293 NOD2/NF-kB: 1.3%; West Nile virus CPE: 0.5%

Results for O=C(Nn1cnnc1)c1ccc(OC(F)(F)C(F)C(F)(F)F)cc1 (configuration not stated) ?
Dengue-2 NS5 capping: 0.7%; NOD1 inhibition: -9.6%; KOR beta-arrestin-1: 5.5%; KOR beta-arrestin-2: -3.7%; HIV peptide binding: 4.1%; AID2073: 2.5%; HEK293 NOD2/NF-kB: 7.4%; West Nile virus CPE: 0.4%

Results for Cc1cccc(C)c1OCc1cc(C(=O)N2CCCC2c2nonc2C)no1 (configuration not stated) ?
Dengue-2 NS5 capping: 0.3%; NOD1 inhibition: 12.4%; KOR beta-arrestin-1: -41.6%; KOR beta-arrestin-2: 7.8%; HIV peptide binding: 2.2%; AID2073: 3.9%; HEK293 NOD2/NF-kB: -11.5%; West Nile virus CPE: 0.0%

How did CNc1nc(-c2ccccc2)nc(-c2ccccc2)c1C#N do in these assays?
Yfh1-off respiration: inactive; Dengue-2 NS5 capping: -6.0%; NOD1 inhibition: 20.1%; KOR beta-arrestin-1: 6.1%; KOR beta-arrestin-2: 4.9%; HIV peptide binding: 1.8%; AID2073: 45.4%; HEK293 NOD2/NF-kB: -14.9%; West Nile virus CPE: 1.2%

Results for CCOc1ccc(CNC(=O)C2CCCN(c3nnc(C)c4c(C)n(-c5ccccc5)nc34)C2)cc1 (configuration not stated) ?
Dengue-2 NS5 capping: 12.7%; NOD1 inhibition: -39.7%; KOR beta-arrestin-1: -4.5%; KOR beta-arrestin-2: 6.2%; HIV peptide binding: -0.3%; AID2073: 28.1%; HEK293 NOD2/NF-kB: 28.8%; West Nile virus CPE: 2.5%

Results for O=C(NCc1ccccc1Cl)C1CCN(S(=O)(=O)N2CCCCC2)CC1 ?
Yfh1-off respiration: inactive; Dengue-2 NS5 capping: -5.6%; NOD1 inhibition: -29.7%; KOR beta-arrestin-1: 5.4%; KOR beta-arrestin-2: 3.5%; HIV peptide binding: 2.7%; AID2073: -2.0%; HEK293 NOD2/NF-kB: -11.0%; West Nile virus CPE: -0.3%

What do the screens show for `O=C(NCc1cccnc1)NC1(C(F)(F)F)Oc2ccc(Cl)cc2O1` (configuration not stated)?
Yfh1-off respiration: inactive; Dengue-2 NS5 capping: 2.8%; NOD1 inhibition: -20.1%; KOR beta-arrestin-1: 26.3%; KOR beta-arrestin-2: -2.4%; HIV peptide binding: 6.0%; AID2073: 7.8%; HEK293 NOD2/NF-kB: 8.3%; West Nile virus CPE: 0.2%

What do the screens show for `Fc1cccc(Cl)c1CSc1nnc(CN2CCOCC2)n1-c1ccccc1`?
Yfh1-off respiration: inactive; Dengue-2 NS5 capping: -4.8%; NOD1 inhibition: -2.6%; KOR beta-arrestin-1: -9.0%; KOR beta-arrestin-2: -5.6%; HIV peptide binding: 1.1%; AID2073: 0.6%; HEK293 NOD2/NF-kB: 10.4%; West Nile virus CPE: -0.4%
